MBD2 DNA inh: MBD2-methylated oligo binding inhibition | Q9UBB5 | TR-FRET, MBD2 binding to methylated oligonucleotide | inhibition, % at 4.4 µM | actives 0.31% (n = 370,000); in the data active = inhibition above about 13%
LEDGF integ inh: blocks HIV-1 LEDGF/p75-dependent DNA integration | actives 0.64% (n = 370,000) | TR-FRET IN-LEDGF/p75 DNA integration, Eu/Cy5 | inhibition, % at 3.7 µM | AID 743269;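 active = inhibition above the screen-wide mean plus 3 SD, cut at about 13% in these data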;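 note: signal is the Cy5 over europium emission ratio at 671 and 618 nm; 0% = plate median of compound wells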
NPR2 activator: GC-B (human) receptor activation; P20594; HEK293-GC-B cells, CNP EC30, cGMP TR-FRET; 0% at EC30 CNP, 100% saturating CNP; activation, % at 10 µM; actives 0.11% (n = 370,000);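 active = activation at 10 µM reaching about 35% in either raw or pattern-adjusted values, limit read from the data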
TCR CD3 inh: inhibitors of human TCR-CD3 interaction. TAMRA-labeled TCR probe fluorescence, biochemical. inhibition, % at 9.4 µM. actives 0.37% (n = 360,000). AID 651800; in the data active = inhibition above about 19%;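 note: recombinant mutant TCR 2C K166C tagged with TAMRA read by polarization; 0% = receptor in buffer alone and 100% = receptor with positive control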
SIAE primary: inhibitors of human sialic acid acetylesterase SIAE; Q9HAT2; SIAE FP-Rh probe binding, fluorescence polarization; inhibition, % at 9.66 µM; actives 0.69% (n = 370,000); AID 1053197;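 active = inhibition above a cutoff: mean of compounds within the control limits plus 3 SD of those, cut at about 17% in these data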;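 note: 0% = plate median of compound wells and 100% = probe without SIAE protein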
ABHD4 inh: inhibitors of mouse ABHD4; purified mABHD4, FP-Rh probe fluorescence polarization; inhibition, % at 8.92 µM; actives 0.54% (n = 370,000);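 active = inhibition exceeding the mean over every tested compound plus 3 SD, cut at about 30% in these data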;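 note: 0% = plate median of compound wells and 100% = S159A mutant with DMSO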
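Material: mouse ABHD4 enzyme, wild type; Benchmarks: S159A mutant high control, sample median low control; Buffer or medium: HEPES pH 7.0, NaCl, Pluronic buffer; Signal: fluorescence polarization; Read-out: percent inhibition of probe binding, normalized to plate controls; Timing: pre-incubation 45 min, probe exposure 60 min, at 25 °C; Dosing: 8.92 µM, single dose.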
rCAG binder: r(CAG) repeat RNA binding | TO-PRO-1 dye displacement fluorescence | inhibition, % at 3 µM | actives 1.3% (n = 370,000) | AID 651821;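 active = inhibition above the plate cutoff, the mean of all test compounds on that plate plus 3 SD, cut at about 35% in these data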;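 note: 0% = DMSO alone and 100% = 100 µM mitoxantrone as full dye displacement; higher means more dye released from RNA so lower well fluorescence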
TDP2 inh: blocks human TDP2 phosphodiesterase activity. AID 720702. recombinant TDP2, T5PNP hydrolysis, p-nitrophenol absorbance 415 nm. actives 0.34% (n = 370,000). O95551. inhibition, % at 12.8 µM;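 active = inhibition above the mean of all tested compounds plus 3 SD, set per campaign, cut at about 25% in these data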;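 note: 0% = DMSO with enzyme and 100% = buffer with substrate but no TDP2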
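Assay system: recombinant human TDP2 / Reagent: T5PNP substrate at 5 mM, a TopII-DNA adduct mimic / Measured by: epi absorbance from released p-nitrophenol / Evaluation: % inhibition relative to enzyme-containing and enzyme-free wells / Control set: enzyme-free and DMSO wells / Replicates: each compound tested once, singlicate / Schedule: enzyme reaction with compound for 2 h at 37 °C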
HTRA1 inh: blocks human HTRA1 serine peptidase; recombinant HTRA1, FP-rhodamine activity-based probe, fluorescence polarization; inhibition, % at 5.96 µM; actives 0.5% (n = 340,000); in the data active = inhibition above about 36%;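 note: 0% = enzyme with DMSO and 100% = wells lacking enzyme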
Target sequence (Q92743 whole entry, looked up): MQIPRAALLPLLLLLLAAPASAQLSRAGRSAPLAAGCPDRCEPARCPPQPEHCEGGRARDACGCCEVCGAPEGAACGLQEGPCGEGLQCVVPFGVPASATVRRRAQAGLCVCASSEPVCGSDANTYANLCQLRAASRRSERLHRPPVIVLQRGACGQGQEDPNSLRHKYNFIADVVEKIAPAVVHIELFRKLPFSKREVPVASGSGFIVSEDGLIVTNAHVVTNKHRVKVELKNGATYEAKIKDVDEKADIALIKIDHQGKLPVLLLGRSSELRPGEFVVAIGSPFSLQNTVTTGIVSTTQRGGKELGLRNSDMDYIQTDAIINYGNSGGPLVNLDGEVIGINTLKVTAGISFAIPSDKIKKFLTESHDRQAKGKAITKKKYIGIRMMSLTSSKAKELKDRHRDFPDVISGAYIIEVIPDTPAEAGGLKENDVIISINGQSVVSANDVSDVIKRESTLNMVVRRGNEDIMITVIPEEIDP
PRMT1 FP inh: PRMT1 (human) inhibition, primary screen | Q99873 | actives 1.3% (n = 370,000) | recombinant PRMT1, activity-based probe fluorescence polarization | inhibition, % at 2.79 µM | AID 652257;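 active = inhibition above about 21% made by adding two undisclosed values, limit read from the data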
Target sequence (Q99873 whole entry, looked up): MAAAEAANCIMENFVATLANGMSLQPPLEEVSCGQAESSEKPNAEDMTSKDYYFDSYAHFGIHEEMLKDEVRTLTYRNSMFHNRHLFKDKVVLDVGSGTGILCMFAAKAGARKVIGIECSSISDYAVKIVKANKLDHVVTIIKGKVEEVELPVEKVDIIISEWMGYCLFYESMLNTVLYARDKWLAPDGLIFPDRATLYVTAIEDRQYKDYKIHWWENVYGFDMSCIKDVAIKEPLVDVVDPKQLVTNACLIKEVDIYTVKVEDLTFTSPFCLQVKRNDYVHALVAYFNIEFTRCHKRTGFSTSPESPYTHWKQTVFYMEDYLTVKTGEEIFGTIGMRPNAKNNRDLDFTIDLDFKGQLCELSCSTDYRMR
The depositor's hits bear a star; . = not tested or not shown; & = joins results of further samples.

SMILES	MBD2 DNA inh	LEDGF integ inh	NPR2 activator	TCR CD3 inh	SIAE primary	ABHD4 inh	rCAG binder	TDP2 inh	HTRA1 inh	PRMT1 FP inh
O=C(CCn1c(=O)sc2ccccc21)NCCCn1ccnc1	-6	0	6	7	6	-8	1	-10	1	-3
Cc1cnc(C(=O)Nc2cccc(-c3nnc4n3CCCCC4)c2)cn1	3	-2	4	-5	5	0	-6	-7	4	2
COc1ccc(-n2c(C)cc(=O)[nH]c2=O)cc1	3	-3	0	-8	5	1	-2	-1	2	2
Oc1ccc(Cl)cc1C=Nc1ccc2c3c(cccc13)CC2	3	-2	1	15	-1	20	-16	-7	21	39*
CC(C)[C@H]1/C(=C/C2CC2)N2C(=O)C[C@H](c3cccc(C(F)(F)F)c3)N=C2N1Cc1ccc2c(c1)OCO2	-7	1	-3	.	6	-5	.	0	.	-5
COc1ccc(-c2noc(CNS(=O)(=O)c3ccc(NC(C)=O)cc3)n2)cc1	3	-3	0	1	-5	-6	2	6	3	2
CSc1nc(Cl)c(Cc2ccc(OCC(C)C)cc2)c(N2CCOCC2)n1	1	3	4	6	-3	-9	-1	7	-3	1
O=S(=O)(c1ccccc1)N(Cc1cccc(F)c1)c1ccccc1	-1	7	-5	-13	-2	-23	2	-22	-27	0
CCOC(=O)c1cccc(NC(=O)C2CCCO2)c1 (stereo unspecified)	7	-2	-1	5	-11	-9	8	-2	-8	2
CS(=O)(=O)Cc1ccc(C(=O)N2CCCC2c2cccs2)cc1 (stereo unspecified)	0	3	1	6	3	0	1	10	1	2
CCn1c(=S)sc2c(=O)n(CC(=O)Nc3cc(OC)ccc3OC)c(C)nc21	0	4	-5	0	-4	5	2	-14	1	1
COC(=O)CCC(=O)N1CCC(CCC(=O)NCc2ccc(F)cc2)CC1	-5	5	6	-3	-12	-1	-1	-21	0	0
CC1(C)SC2c3ccccc3C(=O)N2[C@@H]1C(=O)O (stereo partly specified)	3	-7	-1	0	-1	3	2	-7	2	4
O=C(Nc1ccccn1)C1CCN(S(=O)(=O)c2ccccc2)CC1	-5	-1	5	11	5	3	1	-9	7	0
Cc1cc(O)cc(C)c1Cl	2	3	6	2	0	-15	1	4	5	-4
COc1ccc(-n2ncc3c(NCCCn4ccnc4)ncnc32)cc1	0	-3	-1	-6	1	-1	-4	4	0	1
COc1cc2c3nc4n(c(=O)c3n(CC(=O)N3CCCC3)c2cc1OC)CCS4	1	-2	-1	-2	-2	2	-3	10	-7	1
N#Cc1ccc(/C=C2\CC3(OC(=O)C4CCCC4)CCCN2C3)cc1 (stereo unspecified)	1	-2	4	.	23*	-1	2	1	.	-2
O=C(Nc1ccccc1Cl)c1ccccc1	0	2	2	2	-5	-2	-1	-4	4	1
Cc1cc(NC(=O)C2C3C=CC(C3)C2C(=O)O)no1 (stereo unspecified)	-3	-1	-1	2	-2	1	-3	3	4	1
COc1ccc(S(=O)(=O)Nc2cccc3c2O[C@H](CN(C)CC2CC2)[C@@H](C)CN([C@H](C)CO)C3=O)cc1	4	3	0	-6	5	8	1	-8	3	2
O=C(NC1CCCCC1)c1cc2nc3c(c(C(F)(F)F)n2n1)CCCC3	-6	0	-3	-2	3	1	-10	3	0	2
CCN(CC)c1ccc(-c2c(C#N)c(N)nc(OC)c2C#N)cc1	-2	0	3	2	-5	-8	4	-11	-5	-2
CCc1ccc(S(=O)(=O)Nc2ccc(O)c3ccccc23)cc1	-5	13	9	-11	-4	29	21	54*	2	6
Cc1ccc(OCC(=O)Nc2cc(S(=O)(=O)N3CCCCC3)ccc2C)c([N+](=O)[O-])n1	3	0	4	-4	-1	-8	-3	-12	-4	1
N#Cc1nc(COc2ccc(Cl)cc2)oc1N1CCCC1	-1	-3	-6	-5	-4	-8	-7	-1	-16	-4
O=c1[nH]nc(Cc2ccc(Cl)cc2)c2ccccc12	2	-1	5	7	-2	-5	-4	11	-7	-1
CC(=O)c1cc(CN2CCC(C(=O)Nc3cccc(-c4cscn4)c3)CC2)cs1	1	0	0	8	5	1	-5	6	-4	-2
CSCCC(NS(=O)(=O)c1ccc2c(c1)oc(=O)n2C)C(=O)NC1CCCc2ccccc21 (stereo unspecified)	1	1	5	-3	-2	0	4	3	5	7
CCOC(=O)C1CCN(S(=O)(=O)c2ccc3c(c2)N(C(C)=O)CCO3)CC1	-3	0	6	1	1	3	-3	7	0	0
Cc1ccc(F)c(Oc2cc(NN3CCCCC3)c([N+](=O)[O-])cc2[N+](=O)[O-])c1	-2	0	2	8	2	2	3	-1	-5	0
COc1cccc(C(=O)NC2CC3CCC(C2)N3Cc2ccccc2)c1 (stereo unspecified)	3	-3	-10	2	-4	-5	-2	14	4	0
CC(C)NC(=O)COC(=O)c1cc(Br)ccc1Cl	-3	2	-3	-7	5	-4	0	-7	-3	-1
Cc1ccc(OCCSc2cc(C)nc(N)n2)cc1	-6	0	0	6	4	-2	-5	-7	-6	-2
COc1cc(/C=C/C(=O)O)cc(S(=O)(=O)N2CCCc3ccccc32)c1OC	1	3	1	6	-4	14	12	13	-1	-2
CCCCCC(=O)Nc1nnn(CCC)n1	-3	0	-1	2	-4	-1	1	-2	2	-1

Quoted at random: 6 records from the list
SMILES	MBD2 DNA inh	LEDGF integ inh	NPR2 activator	TCR CD3 inh	SIAE primary	ABHD4 inh	rCAG binder	TDP2 inh	HTRA1 inh	PRMT1 FP inh
CCn1c(=S)sc2c(=O)n(CC(=O)Nc3cc(OC)ccc3OC)c(C)nc21	0	4	-5	0	-4	5	2	-14	1	1
Oc1ccc(Cl)cc1C=Nc1ccc2c3c(cccc13)CC2	3	-2	1	15	-1	20	-16	-7	21	39*
O=c1[nH]nc(Cc2ccc(Cl)cc2)c2ccccc12	2	-1	5	7	-2	-5	-4	11	-7	-1
CSc1nc(Cl)c(Cc2ccc(OCC(C)C)cc2)c(N2CCOCC2)n1	1	3	4	6	-3	-9	-1	7	-3	1
COc1cc(/C=C/C(=O)O)cc(S(=O)(=O)N2CCCc3ccccc32)c1OC	1	3	1	6	-4	14	12	13	-1	-2
O=C(Nc1ccccn1)C1CCN(S(=O)(=O)c2ccccc2)CC1	-5	-1	5	11	5	3	1	-9	7	0

(next part)
SMILES	MBD2 DNA inh	LEDGF integ inh	NPR2 activator	TCR CD3 inh	SIAE primary	ABHD4 inh	rCAG binder	TDP2 inh	HTRA1 inh	PRMT1 FP inh
Cc1ccc2[nH]c3c(c2c1)CN(C)CC3	2	-3	-11	5	11	-2	-2	1	-1	-3
COc1ccccc1OCCNC(=O)c1cc(=O)[nH]c2ccccc12	8	13	0	5	-3	20	33	-15	2	3
CC(C)(C)NC[C@H](O)COc1nsnc1N1CCOCC1	6&3&-1	1&1&-5	-7&1&2	-5&-1&-2	7&0&-2	-9&-7&2	1&0&-1	1&-9&-3	-4&6&-1	6&-3&2
COc1ccc2c3c(cccc13)N(C)N=C2C	-3	13	-1	7	10	26	0	10	33	48*
CN(CC(=O)Nc1cc(C(F)(F)F)ccc1-n1cncn1)Cc1ccccc1N1CCOCC1	-2	0	-2	6	0	6	-4	-1	2	1
Cc1ccc(Cc2c(-c3ccccc3)nc3cc(C)ccn23)cc1	17*	-4	24	-2	-6	-13	3	-17	-37	13
O=C(COC(=O)CNC(=O)c1ccccc1)Nc1ccc(Cl)cn1	-5	-1	4	4	3	3	2	0	8	-1
O=C1C=C(c2ccc(-c3ccccc3)cc2)C[C@@H](c2ccc3c(c2)OCO3)C1	-2	-2	5	-4	2	-3	1	3	4	2
CCOc1ccc(S(=O)(=O)N/N=C(\C)c2ccc3c(c2)OCO3)cc1	0	1	1	4	2	2	4	3	-6	3
CSc1ccccc1NS(=O)(=O)c1ccc2c(c1)OCCO2	-4	2	-4	-2	5	1	1	-12	0	2
Cc1c(CC(C)C)nc(N)c(C#N)c1-c1ccccc1	2	2	4	-3	-8	-14	0	-1	-4	0
COc1ccccc1-c1csc(C(NC(C)=O)c2cccc(F)c2)n1 (stereo unspecified)	4	-2	-2	-9	1	1	1	2	.	4

Three entries from above, sorted by the value under TDP2 inh, descending:
SMILES	TDP2 inh
COc1ccc2c3c(cccc13)N(C)N=C2C	10
CCOc1ccc(S(=O)(=O)N/N=C(\C)c2ccc3c(c2)OCO3)cc1	3
CN(CC(=O)Nc1cc(C(F)(F)F)ccc1-n1cncn1)Cc1ccccc1N1CCOCC1	-1

Additional compounds
SMILES	MBD2 DNA inh	LEDGF integ inh	NPR2 activator	TCR CD3 inh	SIAE primary	ABHD4 inh	rCAG binder	TDP2 inh	HTRA1 inh	PRMT1 FP inh
O=C(/C(=C/c1ccccc1)c1ccccc1)N1CCCCC1	3	-1	-8	10	4	-2	-6	-6	-3	-2
O=C1CC[C@H](N2C(=O)c3ccccc3C2=O)C(=O)N1	-6	-2	-2	3	4	-3	-1	-1	2	0
COCCn1c(C)cc(C(=O)COC(=O)c2ccc(Br)o2)c1C	-8	2	6	3	-6	-7	-6	-12	-4	-1
CCCc1cc(C(=O)Nc2sc(C)c(C)c2C(=O)OCC)no1	2	6	-10	-3	-5	-9	3	-13	2	11
CCOC(=O)c1ccccc1NC(=O)CN1C(=O)c2ccccc2S1(=O)=O	3	2	-2	-4	-8	-6	-3	5	0	3
CSc1ccc(/C=C2/C(=N)N3N=C(CC(=O)N4CCCC4)SC3=NC2=O)cc1	-7	3	-4	8	3	3	15	4	1	4
COc1cc(/C=C2/SC(=S)N(CCC(=O)Nc3ccc(C(=O)O)cc3)C2=O)cc(OC)c1OC	7	-1	-1	1	-12	-21	14	-9	5	3
O=C1/C(=C/c2ccc(Cl)cc2)NC(=S)N1Cc1cccnc1	-2	-4	3	14	1	4	-2	-3	.	-4
COc1ccc2nc(SCC(=O)N3CCNC3=O)[nH]c2c1	3	-2	-2	6	1	3	0	8	1	-2
O=C1OCC/C1=C\NCCCN/C=C1\CCOC1=O	1	0	-3	3	2	-5	2	3	4	1

Screening data: PubChem BioAssay, several laboratories

The list is partial (hit frequency here may not be typical).
